# TIM10 inh – inhibits growth of TIM10 yeast strain | S. cerevisiae TIM10 strain growth, BacTiter-Glo luminescence, 24 h | inhibition, % at 10 µM | hit rate 1.4% among 330,000 | AID 463195;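 active = inhibition of 40% or more at the single tested concentration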;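 note: wild-type TIM10 isogenic control strain grown at permissive 25 °C; 0% = DMSO yeast wells and 100% = minimal medium wells without yeast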
# tim23-1 inh – inhibits growth of tim23-1 mutant yeast; hit rate 1.3% among 330,000; inhibition, % at 20 µM; S. cerevisiae tim23-1 growth, BacTiter-Glo luminescence, 24 h;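 active = growth inhibition of the mutant yeast at or above 50%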;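 note: temperature-sensitive mutant grown at 25 °C; plate controls were DMSO-treated mutant yeast for no effect and medium wells lacking yeast for full effect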
# APJ ag – APJ receptor agonism | hit rate 0.11% among 330,000 | activation, % at 20 µM | CHO-K1 APJ PathHunter beta-arrestin, luminescence; 0% DMSO wells, 100% apelin;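 active = activation more than six SD over the plate average, tested at 20 µM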;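 note: 0% = DMSO alone and 100% = apelin-13 at 10 nM; some results filed as inactive read as strong as hits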
# Target sequence (P35414 whole entry, looked up): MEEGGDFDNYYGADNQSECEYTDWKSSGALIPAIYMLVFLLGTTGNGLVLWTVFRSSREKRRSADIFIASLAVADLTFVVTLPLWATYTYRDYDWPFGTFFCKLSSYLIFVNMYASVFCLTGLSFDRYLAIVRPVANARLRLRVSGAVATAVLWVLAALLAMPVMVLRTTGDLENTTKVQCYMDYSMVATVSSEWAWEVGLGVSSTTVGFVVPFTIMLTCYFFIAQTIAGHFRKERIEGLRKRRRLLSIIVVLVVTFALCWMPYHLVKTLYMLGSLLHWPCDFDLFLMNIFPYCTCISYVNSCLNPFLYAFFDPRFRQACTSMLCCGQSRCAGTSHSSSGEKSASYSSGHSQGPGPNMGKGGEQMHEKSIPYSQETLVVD
#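 Assay system: CHO-K1 cells stably expressing ProLink-tagged human APJ and arrestin–beta-gal acceptor. Compound dosing: 20 µM single point, 1% DMSO. Times: 16-18 h seeding, 90 min dark compound exposure, 60 min detection. Detection: beta-gal luminescence. Evaluation: APJ–arrestin association signal. Controls: negative DMSO alone, positive Apelin-13 at 10 nM.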
# MPTP inh – permeability transition pore inhibition. isolated mouse mitochondria, Ca2+ swelling absorbance, 30 min. inhibition, % at 10 µM. hit rate 1.4% among 360,000. AID 602449;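 active = inhibition of 50% or more, scaled per plate between neutral and stimulator controls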;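 note: 0% = DMSO wells given calcium and 100% = 1 mM EGTA wells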
# NLRP3 yeast inh – NALP3 inhibition in yeast. Yeast reconstituted NLRP3/ASC/caspase-1, beta-gal luminescence, 24 h. inhibition, % at 10 µM. hit rate 0.39% among 330,000. AID 2825;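 active = inhibition of 50% or more; inactive = inhibition below 50%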;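 note: plate controls were induced DMSO wells for no effect and uninduced yeast grown without galactose for full effect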
# tim10-1 inh – tim10-1 yeast growth inhibition. hit rate 2.2% among 330,000. S. cerevisiae tim10-1 ts strain growth, BacTiter-Glo, 24 h. inhibition, % at 20 µM. AID 463190;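 active = inhibition of at least 40%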;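 note: mutant grown at 25 °C; 0% = DMSO wells with yeast and 100% = wells holding no yeast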
# beta cell repl – inducers of beta-cell replication in MIN6 cells. hit rate 0.29% among 330,000. AID 2380. proliferation, % at 10 µM. MIN6 cells proliferation, ATPlite luminescence, 48 h; cells starved in 0.2% serum; 100% = growth in 10% serum;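 active = compounds whose signal lies at least 3.5 SD above the mean of all wells on their plate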;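 note: 0% = DMSO-treated cells in low-serum medium and 100% = 10% serum control; some compounds called inactive have numbers as strong as hits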
# APJ antag – blocks the human apelin receptor APJ | P35414 | CHO-K1 APJ beta-arrestin complementation, luminescence | inhibition, % at 20 µM | hit rate 0.32% among 330,000 | AID 2521;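 active = inhibition above about 40% at 20 µM, limit read from the data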;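 note: cells challenged with 10 nM apelin-13 agonist together with compound; plate controls were apelin-13 plus DMSO wells for no effect and DMSO wells lacking apelin-13 for full effect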
# GRIN3A LBD mod – modulators (binders) of human NR3A ligand-binding domain | NR3A LBD differential scanning fluorimetry, Tm shift; 0% = protein alone, 100% = glycine-bound protein | Tm shift relative to glycine control, % at 25 µM | hit rate 2.5% among 340,000;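 active = melting temperature shift of at least 10% of the positive control shift, at one fixed dose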
# * marks the source's active call; other numbers are inactive results; / = no result given.
SMILES,TIM10 inh,tim23-1 inh,APJ ag,MPTP inh,NLRP3 yeast inh,tim10-1 inh,beta cell repl,APJ antag,GRIN3A LBD mod
COc1ccc(S(=O)(=O)N2CCC(N3CCN(c4ccccc4OC)CC3)CC2)cc1,-23,10,0,0.9,-1,1,2,0,-1
CCc1ccccc1Nc1cc(C(=O)NCc2ccccn2)c2ccccc2n1,27,27,-1,0.2,7,18,2,7,-4
O=C(Nc1nc(-c2ccccc2)cs1)C1CCCCN1S(=O)(=O)c1ccc(Cl)cc1 (centres undefined),30,35,3,5.9,-5,38,-6,-31,10
O=C(CNC(=O)c1ccc2c(=O)n3c(nc2c1)CCC3)Nc1ccc(F)c(F)c1,7,1,10,0.6,32,12,-1,-3,0
COCC1CCCCN1C(=O)CCCn1nnnc1CN1CCC(C)CC1 (centres undefined),4,-8,-4,-2.4,18,2,1,3,2
C=CCN=c1scc(-c2ccco2)n1/N=C/c1ccc(O)c(O)c1O,-6,64*,-1,8.5,15,-10,-3,-49,-1
Cc1ccc(-n2nc3c(c2NC(=O)C2CC2)CS(=O)(=O)C3)cc1,11,12,0,-0.8,-2,5,-4,6,-3
O=C(CN1C(=O)C(=O)c2ccccc21)c1ccc(Cl)cc1,7,6,-3,0.5,0,1,-4,0,1
CN(C)c1ccc(C2Nc3ccccc3C(=O)N2CCN2CCNC2=O)cc1 (centres undefined),-13,0,3,1.5,2,-19,-2,7,2
Cc1c(C(=O)N(C)c2ccccc2Cl)cnn1-c1ccccc1,12,36,-3,0.6,12,26,-3,5,-1
CCCCNc1c(C(=O)OCC)c(=O)[nH]c2ccccc12,-11,-7,-2,3.4,16,-27,0,-16,1
CC(C)C1=CC(=NS(=O)(=O)c2cccc([N+](=O)[O-])c2)C=C(C(C)C)C1=O,1,4,2,-3.7,21,-4,-3,-15,-1
COc1ccc2nc(NC(=O)c3cccc(-c4cc5ccccc5oc4=O)c3)sc2c1,-5,-1,-4,0.9,14,12,-5,11,8
Cc1ccc(CNC(=O)COC(=O)[C@@H]2CC(O)CN2S(=O)(=O)c2ccc3c(c2)OCCO3)cc1 (some centres undefined),9,7,0,0.3,4,14,0,9,0
CCCc1c(C(=O)N/N=C/c2cccnc2)nnn1-c1nonc1N,6,-21,-1,-0.1,23,5,1,15,32*
COc1ccc2oc(=O)c(C(=O)NCC3CCCO3)cc2c1 (centres undefined),1,-9,-2,-4.7,10,-7,0,-12,2
Cc1ccc(-c2noc(N=O)c2NO)cc1,-9,19,2,-0.5,-13,-17,-1,-6,-2
COc1cccc2sc(NC(=O)c3ccc(Br)s3)nc12,6,15,-2,0.0,21,19,-1,18,11*
COc1ccc(OC)c(-c2nn(-c3ccccc3)cc2C(=O)NCC(c2ccco2)N2CCCC2)c1 (centres undefined),4,1,-2,0.3,19,-1,6,3,1
CC1CCN(C(=S)c2cccc([N+](=O)[O-])c2)CC1,1,21,-2,-1.0,-11,21,-1,-7,1
COc1cccc(C(=O)CSc2nnc(-c3ccco3)n2CC2CCCO2)c1 (centres undefined),31,18,1,-0.5,4,21,0,18,1
COc1ccccc1CNS(=O)(=O)c1c(C)nc2sccn2c1=O,-2,12,4,0.0,16,10,-3,-13,0
COC(=O)CCC(=O)NC1CC(C)(C)Cc2c1cnn2-c1ccc(F)cc1 (centres undefined),8,10,-2,1.2,8,7,1,-7,2
N#CC1(NC(=O)COC(=O)c2cc(O)c3ccccc3c2O)CCCCC1,2,20,25,0.5,20,6,-7,-123,-5
Fc1ccc(NC(=S)Nc2cc(-c3ccccc3)[nH]n2)cc1Cl,26,14,4,66*,16,38,-5,-22,26*
CCOC(=O)N1CCC(NC(=O)C2CCCN2C(=O)OCc2ccccc2)CC1 (centres undefined),9,5,-1,0.1,12,9,0,11,0
CC1=C(C(=O)OCC2CCCO2)C(c2ccncc2)C2=C(CCCC2=O)N1 (centres undefined),16,11,1,-5.1,4,10,-1,-22,-4
CCOC(=O)c1cc(-c2ccc(/C=C3/C(=O)NC(=O)C(C#N)=C3C)o2)ccc1Cl,30,28,6,2.0,18,34,-4,-15,-26
O=C(CSc1nc2ccccc2[nH]1)N1CCN(c2ccccc2)CC1,-3,10,-3,0.1,6,15,1,4,0
COC(=O)Cc1ccc(OC(=O)C2CCN(S(=O)(=O)c3ccc(OC)c(OC)c3)CC2)cc1,12,10,-1,-0.6,6,22,2,11,2
CC(=O)Nc1ccc(OCc2ccc(S(=O)(=O)Cc3ccccc3)cc2)cc1,-10,-22,-3,0.2,-1,-46,-2,-8,0
CC(O)CNc1nc2ccccc2n1CC(=O)N1CCN(Cc2ccccc2)CC1 (centres undefined),4,-3,-4,-0.1,4,-2,-1,11,0
O=[N+]([O-])CC(c1ccc(F)cc1)c1c[nH]c2ccccc12 (centres undefined),43*,44,-3,1.1,-8,51*,-4,14,3
Cc1csc2c(N(C)CCO)ncnc12,-11,-5,-4,0.7,2,-5,-2,9,0
N#C/C(=C/c1cccc(O)c1)C(=O)NCc1ccc(Cl)cc1,71*,77*,4,0.0,9,37,-3,-39,-5
CCn1c(=O)cc(OCC(=O)Nc2ccccc2C#N)c2ccccc21,6,21,-1,-0.2,13,19,2,7,-1

# Fetched one by one from the entries so far (five):
SMILES,TIM10 inh,tim23-1 inh,APJ ag,MPTP inh,NLRP3 yeast inh,tim10-1 inh,beta cell repl,APJ antag,GRIN3A LBD mod
N#C/C(=C/c1cccc(O)c1)C(=O)NCc1ccc(Cl)cc1,71*,77*,4,0.0,9,37,-3,-39,-5
COC(=O)Cc1ccc(OC(=O)C2CCN(S(=O)(=O)c3ccc(OC)c(OC)c3)CC2)cc1,12,10,-1,-0.6,6,22,2,11,2
Cc1csc2c(N(C)CCO)ncnc12,-11,-5,-4,0.7,2,-5,-2,9,0
O=C(CSc1nc2ccccc2[nH]1)N1CCN(c2ccccc2)CC1,-3,10,-3,0.1,6,15,1,4,0
CCOC(=O)N1CCC(NC(=O)C2CCCN2C(=O)OCc2ccccc2)CC1 (centres undefined),9,5,-1,0.1,12,9,0,11,0

# Continuation:
SMILES,TIM10 inh,tim23-1 inh,APJ ag,MPTP inh,NLRP3 yeast inh,tim10-1 inh,beta cell repl,APJ antag,GRIN3A LBD mod
Cc1ccc(S(=O)(=O)N2CCCN(S(=O)(=O)c3ccc(C)cc3)CC2)cc1,21,14,4,2.3,11,20,-2,3,2
CCOc1ccc(CN2CCNC(=O)C2CC(=O)NCCc2ccccn2)cc1 (centres undefined),-9,5,-1,-0.1,18,-1,-1,0,-1
CN(C)c1ccc(P(=O)(Nc2ccccc2)N2CCOCC2)c(NC(=O)c2cccs2)c1 (centres undefined),12,8,-4,0.5,26,9,1,-3,-2
CCOC(=O)N1CCN(S(=O)(=O)c2c(C)[nH]c(=O)[nH]c2=O)CC1,-7,8,3,2.7,12,-3,-3,3,-2
O=C(O)c1ccccc1-c1ccccc1C(=O)Nc1ccc2c(c1)CCC2,-8,1,-1,-0.2,29,-2,0,2,4
Nc1nnnn1/N=C/c1ccc(N2CCCCC2)c([N+](=O)[O-])c1,11,9,-3,2.0,26,-10,0,13,-1
O=C(NC(=S)NNS(=O)(=O)c1ccccc1)c1cccnc1,0,3,-3,-2.2,14,-5,0,2,-2
CC1CCCCN1S(=O)(=O)c1ccc(C(=O)Nc2nnc(-c3ccncc3)o2)cc1 (centres undefined),7,3,-4,-0.8,10,14,-4,6,-2
Cc1ncsc1CCOC(=O)C12CC3CC(CC(C3)C1)C2,17,13,-1,-0.4,7,2,-3,1,1
CCOC(=O)N1CCC(Nc2c(-c3ccc(C)cc3)c(=O)c2=O)CC1,10,7,-3,1.4,0,8,-2,0,2
O=C(NCc1ccco1)c1ccc(COCC(F)(F)F)cc1,-6,22,-3,0.7,25,-6,-1,-9,2
CCCCCCC#Cc1cncc(C(=O)NNC(=O)Nc2cc(Cl)cc(Cl)c2)c1,15,10,-4,55*,10,28,-3,14,16*
CN1CCN(S(=O)(=O)c2cccc(C(=O)Oc3ccc(C(C)(C)C)cc3)c2)CC1,21,19,3,0.2,13,23,0,6,1
COc1ccc(OC)c(S(=O)(=O)N2CCN(C(=O)CCc3ccccc3)CC2)c1,8,13,5,0.1,6,20,1,-3,-1
Cc1ccccc1NC(=O)c1cccc(N2C(=O)C3C4CC(C(Br)C4Br)C3C2=O)c1 (centres undefined),1,-12,-1,-1.5,8,1,4,-19,-3
CC(O)CNc1nc2c(c(=O)n(C)c(=O)n2C)n1Cc1cccc(Br)c1 (centres undefined),1,10,-6,0.6,8,-7,-3,-13,-4
CCN(CC(=O)Nc1c(F)cccc1F)C(=O)C1CCN(C(=O)Nc2ccccc2)CC1,3,-12,-2,-1.0,0,-12,5,14,0
Cc1cccc(OCC(=O)Nc2ccc3c(C)cc(=O)oc3c2)c1,2,-4,2,-0.1,8,2,0,12,-4
O=C(O)c1c2c(nc3ccc(Cl)cc13)CCC2,20,-11,-1,-2.7,11,12,0,16,1
CC(Sc1n[nH]c(N)n1)C(=O)Nc1cccc2ccccc12 (centres undefined),1,11,-3,0.2,6,4,1,10,0
COCCCNC(=O)CNC(=O)c1nn(-c2ccc(OC)cc2)c(=O)c2ccccc12,4,1,0,0.6,0,-4,6,5,-1
Clc1ccc(-c2cc(CN3CCCCC3)no2)cc1Cl,15,23,-2,0.8,36,1,-2,-3,2
Cc1ccc(-c2ccc(/C=N/n3cnnc3)o2)cc1Cl,13,-13,-1,0.7,26,36,-1,-4,-28
CCS(=O)(=O)N1CCC2(CC1)OCCN2S(=O)(=O)c1ccc(OC)cc1,-2,5,-2,-2.2,12,-8,-1,-45,0
COc1cc(C2C(C#N)=C(C)NC3=C2C(=O)c2ccccc23)cc(OC)c1OC (centres undefined),11,18,-4,-0.4,11,6,-2,12,-4
CC(Sc1nncs1)C(=O)Nc1ccc(Cl)cn1 (centres undefined),-8,-7,-3,0.4,12,9,0,0,-4
Cn1nc(C(=O)NCc2ccccn2)c2ccccc2c1=O,13,5,-5,1.2,-18,21,-1,12,1
O=[N+]([O-])c1cccc(Cl)c1N1CCOCC1,-20,-10,-2,-0.7,-11,15,1,-6,-5
COc1ccccc1N(CN1CCCC1=O)C(=O)c1c(F)cccc1F,22,11,-1,1.2,1,17,2,7,-4
COc1cccc(NC(=O)C(=O)c2cn(CC(=O)N3CCOCC3)c3ccccc23)c1,11,9,1,0.2,9,4,-4,-7,3
O=C(N/N=C/c1ccc(N2CCOCC2)cc1)c1cccs1,18,8,-1,0.5,11,14,0,-13,3
CCCCC(CC)CNC(=O)c1ccc2c(c1)OCO2 (centres undefined),9,30,-3,-0.7,22,-1,-2,2,1
NNC(=O)c1nn(-c2ccccc2)cc1O,11,-4,-2,/,12,-20,0,-12,/
Nc1nnnn1N=C1CCCCC1,1,8,-3,-6.1,2,4,-2,-8,-2
CC(=O)N(C)c1ccc(NC(=O)c2ccc([N+](=O)[O-])cc2Cl)cc1,-16,9,3,-1.8,8,6,-1,4,0
CS(=O)(=O)N(CC(=O)NCCSc1ccc(Cl)cc1)c1ccc2c(c1)OCO2,5,-10,0,-1.7,21,2,0,7,1
COc1ccc(NC(=O)c2ccc(CNS(=O)(=O)c3cccc(OC)c3)cc2)cc1,7,5,3,-6.7,12,-15,0,-11,-10

# From PubChem
